# Compound activity from PubChem BioAssay.
# WRN inhibitor: WRN helicase (human) inhibition; Q14191; WRN helicase unwinding, fluorescent forked duplex, kinetic; Potency, µM (highest dose often 114 µM), without a hit: at the highest dose activity change, negative = inhibition, usual class: inhibitors; 0.46% of 360,000 active; AID 651768; further: potency means the concentration at half of the fitted maximal effect; on the % scale 0 is the no-effect control and ±100 the full control effect; nearly all actives have a fitted effect of over 55% in size
#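 Screening of the MLSMR collection measured strand separation of a quenched forked DNA duplex (100 nM) by 20 nM WRN with 2 mM ATP, all final. Compounds were preincubated with enzyme 15 min at room temperature.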
# PI5P4K alpha inh: PI5P4K alpha (human) kinase inhibition; P48426; PI5P4Kalpha enzyme, ADP-Glo luminescence, 60 min; stronger effect = lower value; max response, %; 1.2% of 330,000 active; AID 652105; active means max response of -50% or lower; inconclusive means between -30% and -50%; inactive means -30% or higher; further: value at the top dose of about 77 µM; on the % scale 0 is the no-effect control and ±100 the full control effect
#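 Human PI5P4Kalpha with substrate in 0.038 M HEPES pH 7.4, 0.28 mM EGTA, 0.1% CHAPS, 5% DMSO; reaction started with 5 microM ATP (final), 60 min at room temperature. ADP formed read by ADP-Glo luminescence.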
# GLP-1R agonist: activates the human GLP-1 receptor | HEK293 GLP-1R CRE-luciferase, luminescence, 4-6 h; cells express a hypersensitive GLP-1R form | Potency, µM (doses to about 45.6 µM), for the others: at the top dose activation, most hits filed as activators | AID 624172 | P43220 | 0.007% of 380,000 active; further: potency means the concentration at half of the fitted maximal effect; % of control where 0% means no effect
# Target sequence (P43220 whole entry, looked up): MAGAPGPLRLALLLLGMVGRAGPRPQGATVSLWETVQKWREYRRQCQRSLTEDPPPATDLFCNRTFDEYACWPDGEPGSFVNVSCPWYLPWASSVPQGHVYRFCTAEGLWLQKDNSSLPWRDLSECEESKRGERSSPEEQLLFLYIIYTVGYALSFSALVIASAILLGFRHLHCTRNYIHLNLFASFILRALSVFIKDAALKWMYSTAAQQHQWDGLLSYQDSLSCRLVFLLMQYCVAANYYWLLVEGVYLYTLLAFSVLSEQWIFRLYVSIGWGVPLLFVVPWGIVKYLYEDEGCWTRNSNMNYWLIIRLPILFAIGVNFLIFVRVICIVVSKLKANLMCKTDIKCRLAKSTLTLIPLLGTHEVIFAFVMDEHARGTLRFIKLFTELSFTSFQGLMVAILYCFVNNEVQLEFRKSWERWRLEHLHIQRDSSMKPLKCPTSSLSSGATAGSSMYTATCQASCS
# IL-2 act: IL-2 activation; AID 652025; 0.065% of 360,000 active; activation, % (series mostly up to about 46 µM); IL-2 activation reporter assay, cell-based qHTS; stimulated with anti-CD3/CD4/CD28 beads; in transgenic mouse T cells; in the data active means activation above about 50%; inconclusive means mostly about 30% to 49%; further: 0% is about no effect
#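 First, unstimulated transgenic mouse T cells were exposed to compound for 60 min. Next, anti-CD3/anti-CD4-coated beads with anti-CD28 were added. Finally, after 18 h at 37 degrees C, EGFP and DsRed were imaged.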
# HEK293 tox: cytotoxicity in counter-screen for GLP-1R inverse agonists; AID 624418; HEK293 cAMP-luciferase reporter cells, luminescence, 24 h; 0.13% of 410,000 active; Potency, µM (top dose mostly 38.3 µM), without a hit: top-dose activity change, negative = inhibition, usual class: inhibitors;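 further: loss of luciferase light is scored as toxicity; potency means the concentration at half of the fitted maximal effect; on the % scale 0 is the no-effect control and ±100 the full control effect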
#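 Compound-treated cells are incubated 24 hr at 37 deg C under 5% CO2 after a 12 hour attachment period, then luciferase detection reagent is added and luminescence is measured following 12 min at room temperature; lowered signal indicates toxicity.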
# D3 antag: blocks the human D3 dopamine receptor | P35462 | D3R cells, DiscoveRx beta-arrestin luminescence, antagonist mode; stronger effect = lower value | max response, negative = inhibition, % | 2.5% of 360,000 active | AID 652054; in the data active means max response below about -50%; inconclusive means no clear call, values can overlap the other calls; further: on the % scale 0 is the no-effect control and ±100 the full control effect; mostly tested at two doses, the higher about 12 µM
# Target sequence (P35462 whole entry, looked up): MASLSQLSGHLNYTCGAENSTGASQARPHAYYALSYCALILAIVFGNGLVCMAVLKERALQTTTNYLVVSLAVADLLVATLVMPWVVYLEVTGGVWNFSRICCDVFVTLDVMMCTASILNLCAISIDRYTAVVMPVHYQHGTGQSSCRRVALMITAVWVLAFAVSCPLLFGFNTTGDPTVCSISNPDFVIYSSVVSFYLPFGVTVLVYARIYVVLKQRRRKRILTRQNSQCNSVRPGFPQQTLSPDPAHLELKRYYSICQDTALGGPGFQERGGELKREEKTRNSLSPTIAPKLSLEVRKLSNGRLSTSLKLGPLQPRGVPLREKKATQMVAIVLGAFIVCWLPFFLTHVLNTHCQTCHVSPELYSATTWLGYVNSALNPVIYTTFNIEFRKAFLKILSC
#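 Cells expressing the human receptor were seeded at 1500 cells/well, incubated overnight at 37 degrees C in 5% CO2, then exposed to library compounds with dopamine controls for 90 minutes at 37 degrees C before luminescent detection.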
# D3 ag: agonists of human D3 dopamine receptor; P35462; D3R DiscoveRx beta-arrestin cells, luminescence, 90 min; max activation, %; 0.58% of 410,000 active; AID 652048; in the data active means max activation above about 30%; further: 0% is about no effect; mostly tested at two doses, the higher about 12 µM
#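 Agonist-mode cell screen: cells plated at 1500/well and incubated overnight at 37 °C, then exposed to library compounds for 90 min at 37 °C. Detection reagent was added for 30–60 min at room temperature, and luminescence was read.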
# GLP-1R inv ag: GLP-1 receptor (human) inverse agonism | P43220 | HEK293 GLP-1R CRE-luciferase, luminescence, 24 h; GLP-1R form is constitutively active | Potency, µM (series often up to 38.3 µM), for inactives: at the top dose activity change, negative = inhibition, hits mostly inhibitors | 1.6% of 410,000 active | AID 624417; further: potency means the concentration at half of the fitted maximal effect; on the % scale 0 is the no-effect control and ±100 the full control effect; nearly all actives have a fitted effect of over 55% in size
#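 Inverse agonism was detected as reduced cAMP-driven luciferase luminescence after 24 h compound treatment. The cells were HEK293 clones expressing constitutively active human GLP-1R with the reporter. Reporter-only and GPR119 cell lines served as counterscreen controls.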
# PLK1 PBD inh: blocks phosphopeptide binding to human PLK1 polo-box domain; P53350; Plk1 PBD binding of FITC phosphopeptide, fluorescence polarization; Potency, µM, inactives show max response, negative = inhibition, most hits filed as inhibitors; 2.8% of 360,000 active; AID 720504; further: potency means the concentration at half of the fitted maximal effect; series mostly up to about 57 µM; on the % scale 0 is the no-effect control and ±100 the full control effect; nearly all actives have a fitted effect of over 65% in size
# Starred values were filed as active, the others as inactive; ? = inconclusive; · = no result given; & = joins results of further samples; [ ] = another dose, or the depositor's remark. Unless noted, the call rests on the fitted dose curve; in most records, active means well fitted curve in the direction sought with a large enough effect; inconclusive means small, poorly fitted or top-dose-only effect, or another doubt; inactive means no such curve, though single readings can be large; an effect the other way counts as inactive or inconclusive.
SMILES,WRN inhibitor,PI5P4K alpha inh,GLP-1R agonist,IL-2 act,HEK293 tox,D3 antag,D3 ag,GLP-1R inv ag,PLK1 PBD inh
O=C(O)C1[C@H]2C(=O)N(Cc3cccs3)C[C@]23C=C[C@H]1O3 (some centres not stated),-4.9%,1.4,-9.9%,-1.9,-7.6%,-29.6,0.8,0.0%,-4.8%
CCOc1ccc(N)cc1OC,-5.6%,-8.1,7.7%,0.5,7.2%,11.2,4.9,28.8%,-13.1%
CC(NC(=O)COc1ccccc1)C(=O)OCC(=O)c1cc2ccccc2o1 (configuration not stated),-2.2%,-5.8,-7.2%,-0.3,-12.4%,?,8.1,1.8%,-6.5%
Cc1ccc(C(=O)NNS(=O)(=O)c2ccccc2[N+](=O)[O-])cc1,4.7%,-8.2,-1.0%,-0.2,5.7%,11.9,3.0,16.6%,26.7µM*
CC(C)N1CC2(CC(c3ccccc3F)=NO2)CN1C(=O)c1ccco1 (configuration not stated),-4.9%,-1.6,14.5%,-1.5,-2.5%,23.9,-6.8,-3.1%,-7.7%
CC(=O)Nc1cccc(C(=O)OCC(=O)c2ccccc2Cl)c1,-15.9%,-12.3,0.0%,-4.0,-2.2%,6.9,3.6,-3.8%,-8.3%
O=c1oc2ccccc2c(NCc2cccc(F)c2)c1[N+](=O)[O-],0.6%,·,4.9%,-2.1,6.4%,-18.8,-8.2,4.3%,-6.2%
CCOC(=O)C1(C)C=C(Nc2ccc(C(N)=O)cc2)C(=O)N1c1ccccc1 (configuration not stated),·,·,2.5%,·,-5.1%,·,-1.2,11.2%,·
COc1ccc(C2Nc3ccccc3C(=O)N2NS(C)(=O)=O)c(OC)c1 (configuration not stated),2.9%,0.0,-4.1%,2.2,24.2%,-7.4,-5.2,14.1%,21.2µM*
CCCC(O)(CCN(C)C)c1ccc(OC)cc1 (configuration not stated),1.7%,4.2,2.0%,-2.4,-10.9%,-6.4,4.2,-14.5%,-24.8%
COc1cccc(NC(=O)CSC2=Nc3ccccc3N=C(c3ccc(F)cc3)C2)c1,·,·,-2.0%,·,-9.1%,·,6.8,?,·
Cc1cc2ccccn2c1C(=O)c1ccc(Cl)cc1,-1.6%,·,10.7%,-2.0,31.7%[activator],-23.3,-16.8,0.0%,-7.3%
CCN(CC)CC(O)Cn1c2ccccc2c2ccccc21 (configuration not stated),2.3%,-2.5,17.9%,-0.7,15.8%,-8.0,0.8,?,-1.0%
CCCCN(C(=O)Oc1ccccc1)C1CCS(=O)(=O)C1 (configuration not stated),-20.5%,-4.6,-3.1%,0.2,-1.2%,-2.4,-12.3,-2.5%,0.0%
Cc1noc(C)c1NC(=O)Nc1cccc2c1O[C@@H](CN(C)Cc1ccc3c(c1)OCO3)[C@@H](C)CN([C@H](C)CO)C2=O,1.0%,-1.4,2.0%,0.4,7.0%,-14.9,-1.3,14.7%,-8.8%
COc1cccc(CN(C)CC(=O)NNC(=O)c2ccc(Cl)cc2)c1,-8.9%,3.5,-1.9%,1.1,73.4%[activator],?,-15.5,-10.0%,-19.8%
COc1cc(NC(=O)CN2C(=O)NC(C)(c3ccc4ccccc4c3)C2=O)c(C)cc1[N+](=O)[O-] (configuration not stated),-5.6%,-10.7,9.9%,-2.7,-13.7%,4.3,1.5,?,1.7%
COC(=O)CSc1nc2c(cnn2-c2ccc(F)cc2)c(=O)[nH]1,4.8%,-4.6,9.6%,3.3,-3.0%&1.6%,1.1,3.1&6.8,8.7%&13.3%,-1.5%
O=C(NC1CCCCC1)C(=S)NCc1ccccc1,-10.3%,7.7,3.1%,-3.9,21.4%,-9.5,-6.1,?,-8.3%
O=C(c1ccccc1)c1ccc(C(=O)N2CCN(c3ccccc3)CC2)cc1,-13.2%,6.7,-1.1%,-2.0,-18.0%,0.8,-4.3,?,2.7%
CC(C)c1ccc(NC(=O)CNC(=O)Cn2ccc3ccccc3c2=O)cc1,-1.3%,-3.7,2.0%&-1.2%,-0.3,0.3%&1.4%,4.9,0.3&-0.7,18.6%&-1.1%,1.9%
CCC(=O)N/N=C/c1ccc(-c2ccc([N+](=O)[O-])cc2)o1,4.2%,-8.5,24.9%,-0.3,0.8%,-4.5,-2.8,20.9%,-1.4%
Cc1cc(NC(=O)COC(=O)C(Cc2ccccc2)NC(=O)c2ccco2)no1 (configuration not stated),-2.7%[57.1 µM],-4.0,6.8%,-2.9,0.4%,-22.2,0.3,12.5%,-1.1%
Cc1ccccc1Cn1c2ccccc2c2cn[nH]c(=O)c21,-5.4%,-23.5,12.4%,-0.3,-7.6%,9.4,6.4,5.6%,-8.7%
CNC(=O)c1cc(Nc2nnc(-c3ccc(C)c(S(N)(=O)=O)c3)c3ccccc23)ccc1OC,-22.1%,2.0,11.1%,-4.2,-2.7%,-24.2,-7.7,43.3%[activator],-17.0%
O=C(Cc1c[nH]c2ccccc12)NC1(C(=O)NC2CCCC2)CCCCC1,-27.8%,-8.9,0.0%,0.0,9.5%,10.8,1.4,-16.9%,-3.1%
O=C(Nc1ccccc1OC(=O)c1ccc(Cl)cc1)c1ccc(Cl)cc1,-2.9%,-3.0,-22.7%,-0.7,-24.3%,-3.0,-1.3,43.2%[activator],3.4%
Cc1ccc(N=CC2=C(O)CC(c3ccco3)CC2=O)cc1 (configuration not stated),-2.1%,·,-5.0%,-1.5,-1.2%,14.4,-2.0,0.0%,0.2%
CCOc1ccccc1/C=C/C(=O)N1CCN(C(=O)c2ccco2)CC1,-11.5%,-9.1,3.3%,-0.2,-7.0%,3.9,-7.0,0.3%,-5.6%
CC1CCN(S(=O)(=O)c2ccc(C(=O)Nc3ncccc3O)cc2)CC1,-18.5%,-8.1,-2.2%,1.2,8.0%,-15.2,1.7,126.1%[activator],-27.4%
Cc1cc(C(=O)OCc2nnc(-c3ccccc3)o2)c(C)n1-c1ccccc1,-5.7%,-15.2,-0.5%,-0.4,8.4%,?,5.9,?,-0.3%
CCOC(=O)C1CCN(c2ncnc3c2[nH]c2cccc(OC)c23)CC1,-15.2%,6.8,3.4%,0.3,-16.6%,0.0,-2.6,0.4%,-8.8%
CC(NC(=O)COC(=O)c1ccc[nH]c1=O)c1ccccc1 (configuration not stated),3.3%,3.0,1.2%,-0.4,-11.5%,-4.9,-11.1,2.5%,-1.2%
CCc1ccccc1NC(=O)CN(C)C(=O)COc1ccc(C)nc1[N+](=O)[O-],22.6%,4.8,1.9%,1.1,20.9%,0.0,1.0,9.6%,-3.9%
OC1C2CCC(C2)C1CN1CCOCC1 (configuration not stated),8.5%,0.7,6.3%,0.7,18.5%,-9.9,-6.1,9.0%,-10.0%
COc1ccc(NC2=NC(=S)N(c3cccc(C)c3)C23CCCCC3)cc1,-12.0%,-7.5,-4.7%,0.8,0.7%,15.2,1.1,11.3%,-1.9%
CC1CCCCC1NC(=O)COc1ncnc2sccc12 (configuration not stated),-1.3%,-0.3,-3.2%,0.5,3.3%,0.1,-4.9,1.7%,-8.2%
O=C(CCC(=O)N(CC(=O)NC1CCCC1)c1cccc(F)c1)Nc1nccs1,3.6%,-1.2,9.8%,-0.1,-1.3%,1.2,2.5,-17.9%,-6.2%
COc1ccc(F)cc1-c1cc(C(=O)NC2CCCCC2)[nH]n1,8.9%,-17.4,15.2%,3.1,-10.7%,-21.2,-12.9,?,2.2%
O=C(NCC(=O)N1CCN(c2ccccc2)CC1)c1ccc(Cl)cc1,-0.7%,-0.6,6.7%,0.2,-4.1%,17.6,-1.6,-6.8%,-4.3%
Cc1cccc(OC(C)C(=O)N(Cc2cccs2)C2CCS(=O)(=O)C2)c1C (configuration not stated),-3.3%,·,13.4%,0.8,0.9%,-10.8,-20.2,-2.9%,0.4%
C=CCNC(=S)NNC(=O)C(CCCC)CC(C)(C)O (configuration not stated),-8.4%,11.5,-19.9%,0.7,?,61.5,5.4,?,3.2%
Cc1cc(C)n(-c2nc3ccccc3c(=O)n2OCC(=O)Nc2c(C)cccc2C)n1,-15.2%,5.0,0.7%,-0.1,?,-0.9,2.9,-4.8%,-18.3%
COc1ccc(NS(=O)(=O)c2cccc(C(=O)NNC(=O)CN3C(=O)NC(C)(C)C3=O)c2)cc1,-6.5%,-0.7,2.9%,-2.1,-13.5%,5.0,1.1,17.3%,1.0%
COCc1ccc([C@@H]2C[C@H]3CN(Cc4cccnc4)C(=O)[C@]34CCCN24)o1,-7.6%,1.0,-5.9%,0.2,-5.4%,0.0,7.3,19.3%,-6.8%
COc1ccc(-c2cc(C(=O)Nc3cccnc3)c3ccccc3n2)cc1OC,-10.5%,1.9,8.5%,-0.1,-2.4%,32.0,10.4,-19.4%,-0.2%
Cc1ccc(OCc2cc(C(=O)N(C)Cc3cnn(-c4ccccc4C)c3)no2)cn1,-7.1%,-9.0,14.1%,-1.0,-3.3%,6.7,9.0,-19.9%,-1.9%
COc1cccc(C(=O)OCC(=O)NC23CC4CC(CC(C4)C2)C3)c1,-4.6%,7.0,0.8%,-0.1,5.4%,-0.5,2.8,-21.9%,0.3%
O=C(O)c1ccccc1-c1cc2ccccc2[nH]1,1.5%,0.7,0.6%,-1.0,13.9%,9.9,-5.9,8.5%,-4.9%

# Part of the list above in order of number of heavy atoms, rising:
SMILES,WRN inhibitor,PI5P4K alpha inh,GLP-1R agonist,IL-2 act,HEK293 tox,D3 antag,D3 ag,GLP-1R inv ag,PLK1 PBD inh
O=C(O)c1ccccc1-c1cc2ccccc2[nH]1,1.5%,0.7,0.6%,-1.0,13.9%,9.9,-5.9,8.5%,-4.9%
CC1CCCCC1NC(=O)COc1ncnc2sccc12 (configuration not stated),-1.3%,-0.3,-3.2%,0.5,3.3%,0.1,-4.9,1.7%,-8.2%
O=C(NCC(=O)N1CCN(c2ccccc2)CC1)c1ccc(Cl)cc1,-0.7%,-0.6,6.7%,0.2,-4.1%,17.6,-1.6,-6.8%,-4.3%
Cc1ccc(OCc2cc(C(=O)N(C)Cc3cnn(-c4ccccc4C)c3)no2)cn1,-7.1%,-9.0,14.1%,-1.0,-3.3%,6.7,9.0,-19.9%,-1.9%

# An unsorted share of the library; overall some 7.8% were active at least once.
